# NadD inh: inhibitors of Staphylococcus aureus NadD; actives 0.78% (n = 360,000); inhibition, % at 20 µM; AID 602399; purified NadD enzyme, colorimetric absorbance read-out; in the data active means inhibition above about 26%; further: some compounds past the cut are filed as inactive
# LMPTP inh: blocks human LMPTP phosphatase. actives 0.22% (n = 360,000). AID 651560. P24666. inhibition, % at 20 µM. recombinant LMPTP-A, OMFP fluorogenic substrate, fluorescence intensity;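 active means compounds that cut the enzyme signal by at least half of the control window in the single-dose screen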;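 further: plate controls were DMSO wells with enzyme plus substrate for no effect and substrate without enzyme for full effect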
# Target sequence (P24666 whole entry, looked up): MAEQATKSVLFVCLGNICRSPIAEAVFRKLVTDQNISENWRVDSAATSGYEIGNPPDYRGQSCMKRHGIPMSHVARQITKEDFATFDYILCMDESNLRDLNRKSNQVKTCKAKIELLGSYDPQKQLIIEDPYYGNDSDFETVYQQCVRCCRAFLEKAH
#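 Assay system: LMPTP-A, protein tyrosine phosphatase of low molecular weight / Medium: pH 6.0 Bis-Tris buffer with DTT and Triton X-100 / Schedule: 50 min enzyme reaction at room temperature, protected from light / Measured by: endpoint fluorescence intensity from OMFP dephosphorylation / Read-out basis: % inhibition relative to no-enzyme and uninhibited control wells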
# SUMO1-SIM PPI: modulators of human SUMO1-mediated protein-protein interactions; P63165; SUMO1 binding to a labelled peptide, TR-FRET, 1 h; inhibition, % at 20 µM; actives 0.33% (n = 360,000); AID 602429; in the data active means inhibition above about 37%
# Target sequence (P63165 whole entry, looked up): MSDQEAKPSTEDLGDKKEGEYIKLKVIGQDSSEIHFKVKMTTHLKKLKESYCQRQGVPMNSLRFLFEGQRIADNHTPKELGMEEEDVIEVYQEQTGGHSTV
# Neddyl block: cullin neddylation inhibition | TR-FRET cullin neddylation, biochemical | calls only at 25 µM | actives 0.58% (n = 360,000) | AID 651699; in the data active means inhibition above about 36%
# DNMT1 block: blocks human DNA methyltransferase DNMT1 | P26358 | DNMT1 molecular beacon, Hinp1I cleavage, fluorescence | inhibition (reported as % activation of signal), % at 10 µM | actives 0.83% (n = 360,000); in the data active means inhibition above about 50%
# STEP inh: STEP (human) phosphatase inhibition; recombinant STEP, OMFP fluorogenic substrate, fluorescence; inhibition, % at 20 µM; actives 0.25% (n = 360,000); AID 588621;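 active means inhibition at 20 µM, scaled per plate between control wells, above about 37%, limit read from the data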;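 further: 0% = DMSO with enzyme and substrate and 100% = substrate only without enzyme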
# Target sequence (P54829 whole entry, looked up): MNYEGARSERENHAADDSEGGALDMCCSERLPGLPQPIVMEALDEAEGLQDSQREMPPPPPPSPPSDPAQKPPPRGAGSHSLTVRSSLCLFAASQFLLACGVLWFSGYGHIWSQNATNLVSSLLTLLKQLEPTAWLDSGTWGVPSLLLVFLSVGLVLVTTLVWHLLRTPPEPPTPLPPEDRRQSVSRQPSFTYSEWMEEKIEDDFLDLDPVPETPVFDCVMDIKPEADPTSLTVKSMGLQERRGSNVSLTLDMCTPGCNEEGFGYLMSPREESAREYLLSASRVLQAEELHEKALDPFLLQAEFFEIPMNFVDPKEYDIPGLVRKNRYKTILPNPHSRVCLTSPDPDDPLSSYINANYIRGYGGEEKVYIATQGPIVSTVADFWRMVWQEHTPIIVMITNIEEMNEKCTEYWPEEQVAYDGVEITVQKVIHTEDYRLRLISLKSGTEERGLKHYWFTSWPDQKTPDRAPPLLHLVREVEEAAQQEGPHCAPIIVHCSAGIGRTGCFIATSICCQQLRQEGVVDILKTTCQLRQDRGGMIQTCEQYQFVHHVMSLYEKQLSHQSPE
#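 System: STEP (striatal-enriched tyrosine phosphatase) enzyme, cell-free; medium: Bis-Tris pH 6.0 buffer with DTT, detergent; dosing: 20 µM, 1% DMSO; times: reaction 20 min, ambient temperature; detection: fluorescence, 480/540 nm; read-out basis: normalized % inhibition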
# SKN-1 block: C. elegans SKN-1 inhibition; C. elegans VP596 Pgst-4::GFP/RFP ratio, acrylamide-induced, 24 h; inhibition, % at 21.8 µM; actives 0.49% (n = 360,000);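 active means interference check ratio from 0.5 to 1.5 plus GFP to RFP signal ratio inhibition reaching or exceeding a fixed threshold, cut at about 30% in these data, passing the limit was not always enough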; further: some compounds called inactive have numbers as strong as hits
# Tb MetRS inh: Trypanosoma brucei MetRS inhibition; purified T. brucei MetRS, ATP depletion, Kinase-Glo luminescence; inhibition, % at 11.9 µM; actives 0.4% (n = 360,000); AID 624268;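 active means inhibition above a per-plate cutoff of the control wells' mean inhibition plus 3 SD, cut at about 5.5% in these data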;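 further: 0% = DMSO wells median and 100% = median of wells with control inhibitor compound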
#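 Dosing: 11.9 µM compound single dose, 0.9% DMSO; Assay system: purified T. brucei MetRS enzyme; Measured by: Kinase-Glo luciferase luminescence reporting remaining unconsumed ATP; Schedule: 15 min plus 2 h at 25 °C.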
# CendR NRP1 mod: NRP-1/CendR interaction modulation | O14786 | FAM-RPARPAR peptide binding to NRP-1, fluorescence polarization | inhibition, % at 25 µM | actives 0.85% (n = 360,000);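 active means inhibition or corrected inhibition above about 18%, plus a signal ratio from 0.5 to 1.5, limit read from the data, passing the limit was not always enough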; further: strong numbers were not always called active
# Scp1 inh: Scp-1 (human) phosphatase inhibition. actives 0.88% (n = 340,000). AID 493091. Recombinant Scp1, phosphopeptide, malachite green phosphate absorbance. Q9GZU7. inhibition, % at 20 µM;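 active means inhibition above about 50% at 20 µM, limit read from the data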;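 further: plate controls were DMSO wells with enzyme for no effect and wells lacking enzyme for full effect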
# Target sequence (Q9GZU7 76-261 limits assumed): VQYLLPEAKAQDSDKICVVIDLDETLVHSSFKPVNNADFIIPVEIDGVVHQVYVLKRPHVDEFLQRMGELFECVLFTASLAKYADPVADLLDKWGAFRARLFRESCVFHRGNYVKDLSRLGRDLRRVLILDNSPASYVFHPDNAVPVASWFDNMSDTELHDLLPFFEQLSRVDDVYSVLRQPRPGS
#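 Test system – truncated SCP-1 phosphatase (76-261aa) · Reagent – Phosphorylated 17-residue peptide substrate · Incubation – 45 min room-temperature reaction, 5 min colour, 30 min stabiliser · Detection – colorimetric phosphate reagent with accelerator and stabiliser, absorbance at 630 nm · Measure – % inhibition at 20 µM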
# * = called active by the depositor; i = inactive; nt = no result given. An excerpt (hit frequency here may not be typical).
SMILES,NadD inh,LMPTP inh,SUMO1-SIM PPI,Neddyl block,DNMT1 block,STEP inh,SKN-1 block,Tb MetRS inh,CendR NRP1 mod,Scp1 inh
Cc1nn(CC(C)C)c(Cl)c1C(=O)NC1CCCC1,0,-1.1,-3,i,0,-3,22,-0.3,7,nt
CC(C)CC(=O)NC(Oc1ccc(Cl)cc1)C(Cl)(Cl)Cl (configuration not stated),-2,0.6,1,i,1,2,12,0.1,8,-11
NNC(=O)c1ccc(Cl)cc1,1,-2.2,-1,i,-1,-1,15,0.4,3,-9
CC(=NCc1ccc2c(c1)OCO2)c1c(O)n(Cc2ccccc2)c(=O)[nH]c1=O,-6,0.6,4,i,-3,-2,-6,0.6,-8,-18
O=C(COc1ccccc1)NCCc1cnc[nH]1,-11,-1.5,1,i,1,-1,-7,0.0,1,-12
O=C1CC(=O)N(c2cccc(Br)c2)C(=O)N1,-5,-0.7,6,i,-2,-2,-2,0.8,-24,-13
Cc1cccc(C)c1-n1nnnc1C(CCc1ccccc1)N1CCC2(CC1)C(=O)NCN2c1ccccc1 (configuration not stated),41*,2.3,5,i,2,0,1,0.1,16,nt
CCn1c(O)c(C(c2ccccn2)c2c(O)n(CC)c(=S)[nH]c2=O)c(=O)[nH]c1=S,1,-0.2,-8,i,-4,5,27,-0.5,-9,-14
CSc1ccc(C(=O)C2CCCN(Cc3cc4ccccc4[nH]3)C2)cc1 (configuration not stated),-4,5.8,0,i,-2,2,1,7.1*,-4,3
CC(CCc1ccccc1)NC(C)C(O)c1ccc(O)cc1 (configuration not stated),-2,0.1,0,i,-3,-4,-4,-1.3,-2,-29
CC1(C)C(C(=O)N2CCN(C(=O)c3ccccc3)CC2)C1(C)C,-2,-0.2,5,i,0,-2,12,-0.2,16,1
CCN(CC)CCCN=Cc1c(O)n(CCc2ccc(OC)c(OC)c2)c(=O)[nH]c1=O,5,-0.1,3,i,-5,20,-1,0.4,-3,-6

# Structural class, those above with a carbonyl joined to an NH by a bond outside any ring
SMILES,NadD inh,LMPTP inh,SUMO1-SIM PPI,Neddyl block,DNMT1 block,STEP inh,SKN-1 block,Tb MetRS inh,CendR NRP1 mod,Scp1 inh
Cc1nn(CC(C)C)c(Cl)c1C(=O)NC1CCCC1,0,-1.1,-3,i,0,-3,22,-0.3,7,nt
CC(C)CC(=O)NC(Oc1ccc(Cl)cc1)C(Cl)(Cl)Cl (configuration not stated),-2,0.6,1,i,1,2,12,0.1,8,-11
NNC(=O)c1ccc(Cl)cc1,1,-2.2,-1,i,-1,-1,15,0.4,3,-9
O=C(COc1ccccc1)NCCc1cnc[nH]1,-11,-1.5,1,i,1,-1,-7,0.0,1,-12

# The results go on.
SMILES,NadD inh,LMPTP inh,SUMO1-SIM PPI,Neddyl block,DNMT1 block,STEP inh,SKN-1 block,Tb MetRS inh,CendR NRP1 mod,Scp1 inh
CC1=C2CCC3C(CCC4=CC(=O)CCC43C)C2CC1 (configuration not stated),-5,2.9,8,i,3,6,1,-0.4,2,6
C=Cn1ccnc1P(=S)(c1c(C)nn(-c2ccccc2)c1C)c1nccn1C=C,3,-1.4,0,i,0,-2,1,0.3,1,-4
C=CCNC(=S)Nc1ccc(OC(=O)Nc2ccc(Cl)c(Cl)c2)cc1,-6,-0.5,3,i,1,1,3,0.7,9,-8
CCN(CC)C1=NC(=[N+](CC)CC)c2ccccc21,3,-1.7,-13,i,2,-2,2,0.1,-4,0
O=C(O)C1C2c3ccccc3C(O)C1(C(=O)O)c1ccccc12 (configuration not stated),-1,-0.7,3,i,1,-3,5,0.0,-20,-8
NC(=O)CSP(=O)(c1ccccc1)c1ccccc1,-2,-1.5,-3,i,1,1,-1,0.1,-5,0
OCC12COC3c4ccccc4C(OC1)N32 (configuration not stated),0,-0.7,2,i,2,-2,-4,-0.3,-20,-10
CC(c1ccccc1)n1cncc1C(=O)O (configuration not stated),0,-1.9,0,i,-1,-4,-14,-0.6,5,5
CCN(C(=O)COC(=O)c1cn(C)c2ccccc12)c1ccc(F)cc1,-2,-0.3,4,i,-2,-2,5,-0.3,5,-11
CCc1ccc(NC(=O)CN2CC(c3ccccc3)CC2=O)cc1 (configuration not stated),-5,-1.5,10,i,0,0,-12,-0.5,-7,0
O=C(Nc1ccncc1)c1cccn(Cc2ccccc2)c1=O,-1,-0.1,-5,i,4,-1,-1,-0.9,-1,-8
CN1CCN(CCOC2c3ccccc3CSc3ccc(Cl)cc32)CC1 (configuration not stated),-5,-1.2,-3,i,-2,-2,14,0.2,7,-8

SMILES,NadD inh,LMPTP inh,SUMO1-SIM PPI,Neddyl block,DNMT1 block,STEP inh,SKN-1 block,Tb MetRS inh,CendR NRP1 mod,Scp1 inh
COc1cc(O)cc2c1cc([N+](=O)[O-])c1c(C(=O)O)cc3c(c12)OCO3,3,0.6,-4,i,-6,1,4,1.1,-18,1
COC(=O)C1=C(c2cccc(OC)c2OC)C[C@@H]2CC[C@H]1N2C(=O)NCC1CC1,-1,0.7,8,i,5,-4,6,0.1,4,-1
COC(=O)C1=C(c2ccc(F)cc2OCc2ccccc2)C[C@@H]2CC[C@H]1N2C(=O)NCC1CC1,-2,1.4,4,i,-2,0,-7,0.6,12,-3
CCc1ccc(NC(=O)C(C)OC(=O)c2c(C)nn(Cc3ccccc3)c2Cl)cc1 (configuration not stated),-16,1.3,3,i,-3,2,1,-0.8,-4,-5
CC12CCC(=O)C=C1CCC1C2CCC2(C)C(O)CCC12 (configuration not stated),-5,1.1,2,i,0,2,-5,-2.6,-5,-1
CC(C)(C)n1nnnc1C(c1ccccc1)N1CCC2(CC1)C(=O)NCN2c1ccccc1 (configuration not stated),1,0.0,6,i,9,3,-4,-0.2,7,nt
O=C(O)c1ccc(/C=C/c2nc3ccccc3c(=O)n2-c2ccc(Br)cc2)cc1,4,-1.0,-26,i,1,2,13,-0.5,2,14
Cc1onc(-c2c(Cl)cccc2Cl)c1/C(N)=N/OC(=O)N(C)C,-5,0.5,2,i,4,-2,-1,-1.3,5,-10
O=C1NC(=O)N(Cc2ccco2)C(=O)/C1=C\c1ccc(-c2ccc(F)cc2)o1,38*,2.2,21,i,80*,9,-17,-0.2,-150,5
CCOP(=O)(OCC)C(NC(=O)c1cccc2ccccc12)C(Cl)(Cl)Cl (configuration not stated),0,-1.6,-2,i,3,-3,7,0.3,13,-1
CCOC(=O)C1(c2ccccc2)Oc2ccccc2C(c2ccc(OC)cc2)=C1C(=O)OC (configuration not stated),-2,1.9,2,i,9,0,7,-1.2,-3,97*
CCCCN=Cc1c(O)n(-c2c(C)cc(C)cc2C)c(=O)[nH]c1=O,3,-1.2,1,i,3,-2,-1,0.4,-68,-5

# Exported with values under each structure: 2 of the compounds above
# The line under a structure holds: NadD inh, LMPTP inh, SUMO1-SIM PPI, Neddyl block, DNMT1 block, STEP inh, SKN-1 block, Tb MetRS inh, CendR NRP1 mod, Scp1 inh
> Cc1onc(-c2c(Cl)cccc2Cl)c1/C(N)=N/OC(=O)N(C)C
    -5, 0.5, 2, i, 4, -2, -1, -1.3, 5, -10
> O=C1NC(=O)N(Cc2ccco2)C(=O)/C1=C\c1ccc(-c2ccc(F)cc2)o1
    38*, 2.2, 21, i, 80*, 9, -17, -0.2, -150, 5

# (list continues)
SMILES,NadD inh,LMPTP inh,SUMO1-SIM PPI,Neddyl block,DNMT1 block,STEP inh,SKN-1 block,Tb MetRS inh,CendR NRP1 mod,Scp1 inh
CN(C)C(=O)Oc1ccc2ccccc2c1Cl,9,-1.2,-5,i,-1,-1,25,0.2,0,-9
Cc1ccccc1-n1c(O)c(/C=N/NC(=O)c2ccccc2O)c(=O)[nH]c1=S,-2,-1.8,-18,i,0,17,19,-0.4,-45,-11
CCCCCCCCC(=O)NCc1ccc(O)c(OC)c1,-1,-0.5,1,i,1,-1,-18,-0.3,-5,-9
CCCCn1c(O)c(C(C)=NCCc2c[nH]c3ccccc23)c(=O)[nH]c1=O,-6,2.2,2,i,-4,4,-3,2.1,-9,-8
CCOC(=O)C1=C(N)OC2=C(C(=O)CCC2)C12C(=O)N1c3c(ccc(C)c32)C(C)=CC1(C)C (configuration not stated),-1,1.3,-3,i,-7,-2,-9,0.6,1,-8
O=C(c1cc2cc(Br)ccc2[nH]1)N1CCC2(CC1)OCCO2,3,0.1,3,i,-21,-2,23,-0.6,-2,-5
O=c1c2ccccc2[nH]c(=S)n1-c1ccc2c(c1)OCCO2,0,1.1,-1,i,0,3,11,2.3,14,-19
CCOc1cccc(OCC)c2c(C)[n+](CC3CCCO3)c(C)c1-2 (configuration not stated),20,3.0,13,i,1,3,18,-0.3,-18,2
CCN(C=C1CC2C3CC=C4CC(O)CCC4(C)C3CCC2(C)C1=O)CC (configuration not stated),-4,-0.6,-2,i,0,-1,-25,-0.2,1,-2
CC(=O)C1CCC2C3CC(O)C4CC(O)CCC4(C)C3CCC12C (configuration not stated),-2,-0.2,2,i,-7,-3,-2,-1.2,-3,-1
CC(=O)c1ccc(NC2=NCCCS2)cc1,-6,-1.9,2,i,0,-8,5,-0.6,10,2
CC/C(=N\N1CCCCCC1)c1c(O)n(-c2ccc(C)cc2)c(=O)[nH]c1=O,-3,-1.3,0,i,3,1,-4,0.3,-11,-6

SMILES,NadD inh,LMPTP inh,SUMO1-SIM PPI,Neddyl block,DNMT1 block,STEP inh,SKN-1 block,Tb MetRS inh,CendR NRP1 mod,Scp1 inh
CCN(CC)C(=O)c1ccc(NC(=O)CSc2nnnn2-c2cc(OC)ccc2OC)cc1,4,-0.7,1,i,-2,-3,5,0.6,-2,12
COC(=O)C1=C(c2ccc(-c3ccccc3)c(F)c2)C[C@@H]2CC[C@H]1N2C(=O)NCc1cc(C)oc1C(F)(F)F,-1,6.8,7,i,-3,-1,15,-0.2,4,-6
COc1ccc(NC(=S)NC(NC(=O)CF)C(Cl)(Cl)Cl)c([N+](=O)[O-])c1 (configuration not stated),-3,-3.5,2,i,5,-8,-4,-0.3,-4,-5
O=C1c2ccccc2C(=O)N1Cc1nc2ccccc2c(=O)n1-c1ccccn1,1,0.7,-3,i,0,0,28,-1.0,1,0
CN1CCN(/N=C/c2c[nH]c3ccccc23)CC1,2,-2.8,23,i,1,-1,7,-0.1,-9,-11
O=c1c2cc(Cl)cc(Cl)c2nc(CN2CCOCC2)n1-c1ccccc1F,-4,-0.3,0,i,-3,0,24,-0.1,-11,-8
CCCCn1c(O)c(C=Nc2c(C)n(C)n(-c3ccccc3)c2=O)c(=O)[nH]c1=O,-2,-1.3,-4,i,1,-2,-25,-1.0,3,-15
O=C1NCN(c2ccccc2)C12CCN(C(c1nnnn1-c1ccc3c(c1)OCCO3)C1CC1)CC2 (configuration not stated),1,0.8,2,i,-7,2,3,0.2,8,nt
C=CCN1C(=O)NC(=O)/C(=C/c2ccc(OCC(=O)Nc3ccc(C)cc3)cc2)C1=O,-1,-2.5,-2,i,1,9,2,-0.3,-9,10

# Source: PubChem BioAssay
